# Source: PubChem BioAssay (several laboratories)
# PfHsp90 set2: inhibits growth of yeast expressing Plasmodium falciparum Hsp90; S. cerevisiae expressing PfHsp90, BacTiter-Glo ATP, 48 h; yeast lacking PDR1 and PDR3 efflux regulators; inhibition, % at 9.4 µM; 0.32% of 310,000 active; AID 504621;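 active = every replicate shows inhibition above about 80%, whatever the replicate mean, limit read from the data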;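 note: 0% = DMSO neutral controls and 100% = 20 µM radicicol positive controls; yeast relying on Plasmodium falciparum Hsp90 in place of its own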
# Arrestin-AP2 inh: human beta-arrestin and AP2 interaction inhibition; inhibition, % at 10 µM; AID 504490; FITC-arrestin peptide / GST-AP2 beads, flow cytometry; AP2 beta2 appendage carries R879A mutation; 0.31% of 340,000 active;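 active = inhibition above a set limit, near 3 SD of compounds lacking own fluorescence, cut at about 54% in these data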;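 note: plate controls were DMSO wells for no effect and 5 µM unlabelled arrestin peptide for full effect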
#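 Test system: GST-tagged AP2 beta2-adaptin appendage (R879A) on 4 µm glutathione beads; also added: fluorescein-tagged arrestin peptide at 50 nM final; timing: 12 min plus 1 h, RT; signal: flow cytometry, FL1 (488/535 nm); read-out: percent drop in bead-associated FITC signal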
# Ecoli viability: reduces bacterial viability in AddAB counter-screen; E. coli V3065 growth, OD600 absorbance, 18 h; inhibition, % at 11.9 µM; 0.27% of 330,000 active; AID 449728;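 active = inhibition above the campaign's mean inhibition across all tested compounds plus 3 SD, cut at about 9.9% in these data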;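 note: uninfected addAB+ strain grown without phage in ampicillin broth; 0% = DMSO wells and 100% = ciprofloxacin 0.95 µg/ml wells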
# OPRM1-OPRD1 ag: agonists of human mu-delta opioid receptor heterodimerization | P35372+P41143 | cells, OPRM1-OPRD1 heterodimerization, luminescence | activation, % at 9.3 µM | 0.3% of 340,000 active; in the data active = activation above about 18%;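 note: 0% = vehicle-treated cells and 100% = reference agonist; values of inactives mirror those of a sister screen read the other way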
# Target sequence (P35372 whole entry, looked up): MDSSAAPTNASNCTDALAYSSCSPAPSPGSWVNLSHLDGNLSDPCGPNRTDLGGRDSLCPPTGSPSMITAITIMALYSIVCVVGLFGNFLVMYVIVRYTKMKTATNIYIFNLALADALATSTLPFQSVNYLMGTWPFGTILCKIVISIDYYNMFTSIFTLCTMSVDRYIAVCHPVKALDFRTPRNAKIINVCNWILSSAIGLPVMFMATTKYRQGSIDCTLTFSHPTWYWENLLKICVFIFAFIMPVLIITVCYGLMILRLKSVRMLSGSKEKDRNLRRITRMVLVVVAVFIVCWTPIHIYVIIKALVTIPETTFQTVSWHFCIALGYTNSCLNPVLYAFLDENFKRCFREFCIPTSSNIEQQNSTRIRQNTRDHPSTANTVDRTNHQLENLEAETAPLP
# Target sequence (P41143 whole entry, looked up): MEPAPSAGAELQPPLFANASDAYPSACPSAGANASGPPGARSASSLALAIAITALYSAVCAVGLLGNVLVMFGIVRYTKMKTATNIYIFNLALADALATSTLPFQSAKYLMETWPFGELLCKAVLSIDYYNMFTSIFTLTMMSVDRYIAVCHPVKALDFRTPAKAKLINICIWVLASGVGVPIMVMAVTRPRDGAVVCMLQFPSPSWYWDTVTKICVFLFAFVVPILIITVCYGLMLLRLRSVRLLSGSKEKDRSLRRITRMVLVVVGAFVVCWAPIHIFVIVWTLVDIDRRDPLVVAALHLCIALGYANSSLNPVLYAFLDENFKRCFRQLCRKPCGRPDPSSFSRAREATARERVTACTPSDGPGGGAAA
# SUMO Mot1 rescue: inhibitors of SUMOylation pathway: yeast Mot1-301 growth rescue. S. cerevisiae Mot1-301 growth rescue, ATP luminescence, 38.5C; percent above DMSO median, 100 means doubled. growth rescue, % at 18.8 µM. 1% of 320,000 active. AID 2716;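 active = every valid replicate shows activation above 250% relative to neutral control wells; inactive = the rest, any valid replicate at or below 250%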;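 note: OY570 slx delta 5 strain wells were the positive control but not used for scaling; some compounds called inactive have numbers as strong as hits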
# MOR-DOR inv ag: mu-delta opioid heterodimer inverse agonism | P35372+P41143 | inhibition, % at 9.3 µM | 0.21% of 340,000 active | cell-based MOR-DOR heterodimer luminescence | AID 504357; in the data active = inhibition above about 22%, passing the limit was not always enough;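 note: 0% = cells with DMSO and 100% = wells without cells with DMSO; values of inactives mirror those of a sister screen read the other way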
# PKA-R1A activ: activators of PKA-R1A complex | activation, % at 11.4 µM | PKA-R1A dissociation, Cy5-IP20 fluorescence polarization; scaled: DMSO 0%, 113 µM cGMP 100% | P00514+P68181 | 0.083% of 340,000 active;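 active = percent activation above the mean of all tested compounds plus 3 SD, cut at about 19% in these data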;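 note: higher means more PKAc released from R1A so a rise in polarization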
# Pemphigus Ab inh: inhibitors of pemphigus antibody binding to human desmoglein-3. P32926. DSG3-coupled beads, scFv-anti-DSG3-GFP binding, flow cytometry; active compounds read low. binding (percent of control), % at 10 µM. 0.48% of 310,000 active;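 active = binding more than 3 SD below its plate's average and above zero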;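 note: hits lower antibody fragment binding to DSG3; some compounds called inactive have numbers as strong as hits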
# phage Ecoli inh: E. coli growth loss with phage present; growth absorbance; inhibition, % at 11.9 µM; 0.26% of 360,000 active; in the data active = inhibition above about 11%
# AddAB inh: less growth of phage-infected E. coli with AddAB; AID 435030; 0.29% of 330,000 active; E. coli expressing H. pylori AddAB, absorbance growth; inhibition, % at 11.9 µM; in the data active = inhibition above about 12%;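 note: 0% = vehicle wells of infected cells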
# Tat export inh: inhibitors of E. coli Tat protein transport; 0.036% of 340,000 active; inhibition, % at 10 µM; E. coli MC4100 TorA-mCherry Tat export, fluorescence;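 active = mean replicate inhibition at least 50% and at least half of replicates individually reaching 50%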;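 note: exported cargo escapes ClpAP degradation while cytoplasmic cargo is degraded and loses fluorescence; 0% = median of neutral control wells and 100% = median of NaSCN control wells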
# The depositor's hits bear a star; · = no result given.
SMILES,PfHsp90 set2,Arrestin-AP2 inh,Ecoli viability,OPRM1-OPRD1 ag,SUMO Mot1 rescue,MOR-DOR inv ag,PKA-R1A activ,Pemphigus Ab inh,phage Ecoli inh,AddAB inh,Tat export inh
O=C(N/N=C/c1cn(-c2cccs2)nc1-c1ccccc1)c1ccccc1Br,0,-2,0.3,4.2,7,-20,-7,75,2.7,4.3,6
COc1cccc(NC(=O)Nc2nc(SC(C)(C)C)ns2)c1,9,-2,8.0,14,-5,-68,-5,123,13*,5.2,-21
Cc1ccc(-n2nc(C)c(C3(O)C(=O)N(C(C)C)c4ccccc43)c2N)cc1 (stereo unspecified),2,8,0.0,-1.6,19,9,3,100,3.1,2.3,-3
NC(=O)COC(=O)c1c2c(nc3ccccc13)CCC2,-11,1,-1.3,0.2,17,-1,3,93,8.5,-1.0,3
CCOC(=O)C1(Cc2cccc(OC)c2)CCN(Cc2cnc(SC)nc2)CC1,9,-3,3.5,·,0,·,·,101,4.7,1.6,-7
CC(C)NC(=O)CSc1nnc(-c2ccco2)n1N,3,-3,-2.5,-2.4,2,12,0,101,3.0,-1.2,-9
O=C(NCN1CCCCC1)c1cccnc1,·,-3,-1.1,-2.2,599,12,-5,94,0.5,1.9,-6
COc1ccc(Cl)cc1NC(=O)CN1C(=O)NC2(CCCC2)C1=O,-2,1,-1.9,-1.9,-3,10,2,99,1.3,1.8,-2
N/C(Cc1ccc(Cl)cc1Cl)=N\OC(=O)Cc1ccccc1,17,7,0.9,7.3,11,-39,7,104,-0.1,1.5,0
CC(C)CNC(=S)N1CCN(C)CC1,-4,2,2.3,-3.8,6,19,-5,96,2.2,2.4,-6
O=C(CN1C(=O)C2CC=CCC2C1=O)NC1=NCCS1 (stereo unspecified),24,22,0.6,-1.3,-10,8,-3,·,4.2,0.8,-5
COc1ccc(Nc2nnc(SCC(=O)N3CCCC3)s2)cc1,11,-9,0.9,0.4,-27,-2,2,108,2.0,3.1,4
CN1CCN(C(=O)C2=C[C@@H](C(C)(C)C)C[C@@H](OCc3ccc(CO)cc3)O2)CC1,-13,-4,-2.1,-0.8,9,5,13,105,1.4,4.1,2
COC(=O)C1=CN(c2ccc(OC)cc2)C=C(C(=O)OC)C1c1ccc([N+](=O)[O-])cc1,-1,0,·,-2.2,-13,12,5,119,-1.4,·,-4
COC(=O)CSc1nnc(CNS(=O)(=O)c2ccc(Cl)cc2)n1C,-4,-7,-0.8,-1.8,-1,10,-2,100,2.0,2.3,6
CCOc1ccc(NC(=O)CSc2nc(C)cc(C)n2)cc1,-20,7,5.0,-0.8,75,4,4,83,3.6,7.2,-4
Cc1ccc(NC(=O)CCNS(=O)(=O)c2ccc3c(c2)oc(=O)n3C)c(C)c1,-14,0,-0.2,-1.6,-6,8,1,102,·,-1.0,1
O=C(NCC1CCCO1)c1ccc2c(=O)n(Cc3cccc(Br)c3)c(=S)[nH]c2c1 (stereo unspecified),0,-3,5.6,-1.4,200,7,10,·,-2.8,2.5,0
CC(=O)c1c(C)[nH]c(C(=O)OCC(=O)Nc2nnc(-c3ccccc3)o2)c1C,-26,-26,-3.6,-2.9,-11,15,3,100,-4.2,-2.6,-5
CCC(CC)C(=O)NCCc1ccc(OC)c(OC)c1,4,18,2.0,-1.6,·,10,7,·,-1.1,2.8,-5
CCc1ccc(C(=O)NNC(=S)Nc2ccc(S(N)(=O)=O)cc2)s1,-3,19,-0.8,-1.5,-19,9,-14,104,4.9,-0.8,-2
CCOC(=O)C1(CCOc2ccccc2)CCN(Cc2ccc(C#CCCO)cc2)CC1,5,-12,-0.9,3.5,6,-16,0,99,1.8,0.7,5
COCCSc1nnc(NC(=O)c2ccc3c(c2)OCO3)s1,-38,4,-0.2,-2.2,308,11,-5,104,4.0,0.7,4
CC(C)(C)OC(=O)N[C@@H](Cc1ccccc1)C(=O)N1CCC(C(=O)NCC(=O)O)CC1,-25,-3,-0.8,-2.3,11,11,-3,102,-0.2,-1.0,-5
Cc1onc(-c2ccccc2Cl)c1-c1nc(-c2ccccn2)no1,-12,2,-1.5,0.8,6,-5,-7,103,2.5,2.5,5
O=C(COc1ccccc1)N=C1SC2CS(=O)(=O)CC2N1Cc1ccccc1 (stereo unspecified),6,-8,-0.8,-3.9,14,20,-1,93,0.2,1.5,-2
COc1ccc(C(=O)Nc2ccc(C(=O)Nc3cccc(C)c3)cc2)cc1,10,1,-0.1,3.8,-10,-20,-9,102,3.6,5.0,2
Cc1ccc(-c2cc(C(F)(F)F)c(C#N)c(SCCC#N)n2)o1,-18,8,-1.3,-0.7,12,4,-17,83,0.9,2.1,-10
S=C(NCC1CCCO1)NC1CCCCC1 (stereo unspecified),-4,7,-0.4,-1.1,-13,6,-1,101,2.4,-0.5,-7
COc1ccc(C=O)cc1COc1ccc([N+](=O)[O-])c(C)c1,11,42,-2.6,-1.0,15,5,4,77,3.3,-0.7,0

# In a second layout: entries from further up
Molecule	PfHsp90 set2	Arrestin-AP2 inh	Ecoli viability	OPRM1-OPRD1 ag	SUMO Mot1 rescue	MOR-DOR inv ag	PKA-R1A activ	Pemphigus Ab inh	phage Ecoli inh	AddAB inh	Tat export inh
COCCSc1nnc(NC(=O)c2ccc3c(c2)OCO3)s1	-38	4	-0.2	-2.2	308	11	-5	104	4.0	0.7	4
CC(C)(C)OC(=O)N[C@@H](Cc1ccccc1)C(=O)N1CCC(C(=O)NCC(=O)O)CC1	-25	-3	-0.8	-2.3	11	11	-3	102	-0.2	-1.0	-5
Cc1onc(-c2ccccc2Cl)c1-c1nc(-c2ccccn2)no1	-12	2	-1.5	0.8	6	-5	-7	103	2.5	2.5	5
O=C(COc1ccccc1)N=C1SC2CS(=O)(=O)CC2N1Cc1ccccc1 (stereo unspecified)	6	-8	-0.8	-3.9	14	20	-1	93	0.2	1.5	-2
COc1ccc(C(=O)Nc2ccc(C(=O)Nc3cccc(C)c3)cc2)cc1	10	1	-0.1	3.8	-10	-20	-9	102	3.6	5.0	2
Cc1ccc(-c2cc(C(F)(F)F)c(C#N)c(SCCC#N)n2)o1	-18	8	-1.3	-0.7	12	4	-17	83	0.9	2.1	-10

# Further records
SMILES,PfHsp90 set2,Arrestin-AP2 inh,Ecoli viability,OPRM1-OPRD1 ag,SUMO Mot1 rescue,MOR-DOR inv ag,PKA-R1A activ,Pemphigus Ab inh,phage Ecoli inh,AddAB inh,Tat export inh
C/C(N)=C(/C#N)C(=O)CSc1nnnn1-c1ccccc1,-21,-11,0.7,-2.4,-10,12,3,92,1.7,-0.1,3
CCCCC(=O)Nc1cccc(NC(=S)NC(=O)COc2ccccc2Cl)c1,12,10,-1.5,-1.3,3,7,-5,107,2.8,2.1,-4
CCCc1[nH]nc2c1C(C1CC=CCC1)C(C#N)=C(N)O2 (stereo unspecified),16,0,1.8,2.5,5,-13,-4,98,0.9,4.0,-1
O=C(OCCN1CCCCC1)c1c[nH]c2ccccc12,7,23,0.3,-1.5,0,8,-13,118,3.3,-0.4,-4
CCOC(=O)c1cccc(NC(=O)c2ccc3c(c2)OCO3)c1,-17,14,-2.1,-2.9,-2,15,5,94,2.7,1.9,1
CCCCn1c(SCC(=O)N2CCOCC2)nnc1-c1ccoc1C,-19,-2,-1.1,-2.1,30,12,-5,104,3.5,-0.6,0
CC(=O)NS(=O)(=O)c1ccc(Nc2ccc([N+](=O)[O-])c3nonc23)cc1,5,0,1.4,-4.7,64,24,-3,102,0.3,-1.2,7
Cc1ccc(OCC(=O)N(Cc2cccs2)C2CCS(=O)(=O)C2)cc1C (stereo unspecified),-19,19,-1.8,-3.7,-14,19,-19,106,2.7,0.2,26
O=C(Nc1ccc(Br)cc1)Nn1cnnc1,4,32,-0.5,-0.7,27,5,8,98,2.3,2.7,-8
O=C(NCc1ccccc1)c1ccc2c(=O)n(CCCN3CCCC3=O)c(=S)[nH]c2c1,8,21,-0.4,-2.3,-3,11,2,97,2.2,-0.3,0
Cc1ccc(S(=O)(=O)Nc2nc3ccc(S(C)(=O)=O)cc3s2)cc1,15,2,-3.3,-0.5,1,3,1,102,0.8,2.3,-5
CCOC(=O)c1c(NC(=O)CSc2nnnn2-c2ccc3c(c2)OCO3)sc(C)c1C,10,-10,-0.9,-1.3,2,7,-1,102,-0.2,2.6,-12
COc1cc(/C=C/C(=O)O)cc(S(=O)(=O)N2CCc3ccccc32)c1OC,·,6,3.7,-3.3,2,16,-3,118,3.7,-1.3,-4
O=C(C[C@H]1C[C@H](C(=O)N2CCCCC2)[C@@]2(CCc3ccccc3)c3[nH]c4cc(-c5ccco5)ccc4c3CCN2C1=O)NCCC1=CCCCC1,-14,57*,-2.7,-2.7,·,13,-2,94,·,-1.7,5
Cc1cc(C)n(CCC(=O)N/N=C/c2ccc(O)cc2O)n1,5,6,-2.8,-2.0,334,10,-2,89,4.2,-1.5,5
COc1ccc(N2CCN(Cc3nc4c(c(=O)n(C)c(=O)n4C)n3C(C)C(C)=O)CC2)cc1 (stereo unspecified),6,21,-0.4,0.4,-1,-2,-2,95,-0.9,3.5,-2
CCN(CC)S(=O)(=O)c1ccc(/C=C/C(=O)OCC(=O)NCc2ccco2)cc1,-8,-10,-3.1,-0.9,21,4,1,113,1.9,-0.8,-4
Cc1nc(NCCCN2CCOCC2)c2oc3ccccc3c2n1,-27,8,0.8,-2.1,-3,12,-7,114,3.0,1.1,-8
Cc1nc2cc(C(=O)N3c4ccccc4CC3C)ccc2s1 (stereo unspecified),3,4,3.4,2.0,180,-13,-5,139,5.2,1.6,-4
Cc1nc2ccccc2c2c1C(=O)N(c1ccc(C(=O)O)cc1)C2=O,-26,-11,-1.5,-0.3,·,1,-4,101,3.2,1.7,1
Nc1c(-c2ccccc2)cnn1-c1cccc(C(F)(F)F)c1,5,-76,0.2,-0.4,11,3,0,100,1.6,4.5,-2
C/C=C/CSc1nc2c(c(=O)[nH]c(=O)n2C)n1Cc1ccc(C)cc1,-3,-3,-1.6,2.6,2,-16,-5,99,1.5,3.2,-8
COCCn1c(C(C)C)nc2ccccc21,26,21,3.1,-2.2,-1,11,-8,115,1.9,0.9,-5
O=C(Cc1c(F)cccc1Cl)Nc1ncc([N+](=O)[O-])s1,-7,17,7.2,1.2,-21,-6,4,98,9.2,5.8,-8
O=[N+]([O-])c1cccc(S(=O)(=O)Nc2ccc(S(=O)(=O)N3CCCC3)cc2)c1,9,-1,-0.2,-1.8,-3,9,-4,105,3.3,-0.4,-1
COc1ccc(N2CSC3=C(C#N)C(c4cc(OC)ccc4OC)CC(=O)N3C2)c(OC)c1 (stereo unspecified),16,18,-2.0,2.8,-14,-16,8,108,·,-1.4,4
